Screening results deposited in PubChem BioAssay by several laboratories.
PP1 counter = blocks human PP1-alpha phosphatase, a PP5 counter-screen; inhibition, % at 6.7 µM; hit rate 0.9% among 320,000; P62136; purified PP1alpha, OMFP fluorescence; AID 2235;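 active means inhibition above the mean inhibition of all tested compounds plus 3 SD, computed separately for each screening campaign, cut at about 15% in these data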
Target sequence (P62136 whole entry, looked up): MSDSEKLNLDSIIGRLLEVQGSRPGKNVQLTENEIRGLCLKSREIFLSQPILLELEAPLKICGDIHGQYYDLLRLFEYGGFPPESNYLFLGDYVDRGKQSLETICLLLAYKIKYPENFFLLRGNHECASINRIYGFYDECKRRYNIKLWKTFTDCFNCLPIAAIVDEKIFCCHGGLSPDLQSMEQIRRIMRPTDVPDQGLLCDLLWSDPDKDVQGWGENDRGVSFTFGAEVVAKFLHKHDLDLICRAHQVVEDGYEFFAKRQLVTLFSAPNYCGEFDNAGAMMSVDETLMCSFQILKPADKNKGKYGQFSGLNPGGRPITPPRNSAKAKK
GASC-1 inh = human JMJD2C demethylase inhibition. GST-JMJD2C(1-420) H3K9me3 demethylation, DELFIA europium. AID 2099. Q9H3R0. hit rate 0.069% among 330,000. inhibition, % at 2.35 µM;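 active means more than half of a compound's replicate wells show inhibition beyond 50%, single wells judged on their own value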;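 further: signal counts dimethyl H3K9 product captured on neutravidin plate; 0% = median of DMSO wells and 100% = 0.3 times that DMSO median; strong numbers were not always called active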
Efflux pump mplx = antifungal efflux pump inhibition, Nile Red retention. S. cerevisiae Candida pump triplex. inhibition, % at 10 µM. hit rate 0.44% among 330,000;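 active means plate passing quality check with inhibition over a set limit, or well fluorescence over plate mean plus 4 SD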;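 further: Nile Red retained in pooled yeast measured as flow cytometry median fluorescence; 0% = buffer negative control and 100% = Enniatin B positive control; higher means more Nile Red kept so more efflux inhibition; some compounds called inactive have numbers as strong as hits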
TPT1 inhibitor = inhibitors of Candida albicans tRNA 2'-phosphotransferase TPT1; recombinant caTPT1, FP RNA substrate dephosphorylation; inhibition, % at 5 µM; hit rate 0.81% among 300,000;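 active means inhibition above the mean of all tested compounds plus 3 SD, set per screening campaign, cut at about 24% in these data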;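 further: plate controls were DMSO alone for no effect and ferristatin control at 100 nM for full effect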
Fh CTSL1 inh = blocks F. hepatica cathepsin L1 in PFM18AAP counter-screen; recombinant F. hepatica cathepsin L1, Z-Leu-Arg-MCA fluorescence; inhibition, % at 5.96 µM; hit rate 0.49% among 300,000;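 active means inhibition above the mean of all tested compounds plus 3 SD, set per screening campaign, cut at about 17% in these data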;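 further: 0% = plate median of test compound wells and 100% = 1 µM Z-Phe-Ala-diazomethylketone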
PREPL inh = inhibits the human prolyl oligopeptidase-like enzyme; Q4J6C6; recombinant PREPL, fluorescence polarization activity-based probe; inhibition, % at 5.96 µM; hit rate 0.68% among 320,000; AID 2751; in the data active means inhibition above about 43%;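 further: 0% = enzyme with DMSO and 100% = wells lacking enzyme; many of its hits are not listed in these tables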
HCV core dimer = blocks dimerization of HCV core protein; inhibition, % at 5 µM; TR-FRET GST/Flag-core106 dimerization, 1536-well; AID 1899; hit rate 0.33% among 300,000;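 active means inhibition above the mean of all tested compounds plus 3 SD, set per screening campaign, cut at about 45% in these data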
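Material: Tagged HCV core106 pair (GST and Flag) | Amount: GST-core106 13.5 nM, Flag-core106 17 nM | Medium: KF-containing HEPES buffer, pH 7.45, DTT, CHAPS, BSA | Reagent: Eu donor and XL665 acceptor anti-tag antibodies | Schedule: 4 h at 22.5 °C | Technique: Time-resolved FRET, ex 340 nm, em 617 and 671 nm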
LYPLA2 inh = blocks human lysophospholipase 2, a PME1 counter-screen; O95372; recombinant LYPLA2, FP-Rh probe fluorescence polarization; inhibition, % at 5.9 µM; hit rate 0.38% among 320,000;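 active means inhibition above the screen-wide mean plus 3 SD, limit set per campaign, cut at about 26% in these data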;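 further: 0% = LYPLA2 with DMSO and 100% = wells lacking LYPLA2 enzyme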
Target sequence (O95372 whole entry, looked up): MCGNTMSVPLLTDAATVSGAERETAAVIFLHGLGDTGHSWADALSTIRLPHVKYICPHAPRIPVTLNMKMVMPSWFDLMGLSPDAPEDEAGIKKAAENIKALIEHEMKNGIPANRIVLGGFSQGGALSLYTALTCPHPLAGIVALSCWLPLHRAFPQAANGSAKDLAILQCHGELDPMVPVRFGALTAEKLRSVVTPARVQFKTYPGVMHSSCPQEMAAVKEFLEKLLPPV
PP5 inh = PP5 (human) phosphatase inhibition; P53041; purified PP5c, OMFP substrate fluorescence; inhibition, % at 6.7 µM; hit rate 0.18% among 320,000; AID 1987;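 active means inhibition above the campaign's mean inhibition across all tested compounds plus 3 SD, cut at about 9.5% in these data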;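 further: 0% = DMSO only and 100% = 100 µM cantharidin control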
Target sequence (P53041 whole entry, looked up): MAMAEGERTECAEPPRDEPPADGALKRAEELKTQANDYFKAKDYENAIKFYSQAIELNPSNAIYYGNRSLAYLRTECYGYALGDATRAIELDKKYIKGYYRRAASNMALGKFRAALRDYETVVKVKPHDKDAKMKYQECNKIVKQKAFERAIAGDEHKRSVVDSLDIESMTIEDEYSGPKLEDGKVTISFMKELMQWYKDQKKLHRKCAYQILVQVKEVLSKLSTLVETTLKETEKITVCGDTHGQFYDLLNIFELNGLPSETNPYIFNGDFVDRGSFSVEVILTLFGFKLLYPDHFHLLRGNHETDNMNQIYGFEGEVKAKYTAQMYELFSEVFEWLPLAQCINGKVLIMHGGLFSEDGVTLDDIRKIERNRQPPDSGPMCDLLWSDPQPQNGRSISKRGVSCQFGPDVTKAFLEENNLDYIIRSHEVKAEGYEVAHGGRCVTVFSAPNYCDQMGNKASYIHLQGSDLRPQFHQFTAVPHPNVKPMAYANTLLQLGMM
An asterisk follows results filed as active; · = not tested or not shown; & = joins results of further samples.

SMILES	PP1 counter	GASC-1 inh	Efflux pump mplx	TPT1 inhibitor	Fh CTSL1 inh	PREPL inh	HCV core dimer	LYPLA2 inh	PP5 inh
Cc1ncc(CCl)c2c1OC(C)(C)OC2	-4	1	0.0	-7	4	7	-14	9	1.9
CN1CCc2c(sc(/N=C/c3ccco3)c2C(N)=O)C1	-1	2	-0.1	0	7	2	4	-5	-1.5
CC(=O)NC(=O)c1ccc(-c2ccc(Cl)cc2)o1	4	3	0.1	-2	7	-3	-2	3	2.4
CCCn1c(=O)c(C(=O)NCCc2ccccc2)c(O)c2ccccc21	0	-5	0.0	-4	0	-8	9	2	0.3
O=C(N/N=C\c1c(O)ccc2ccccc12)c1ccc(O)cc1	4	-2	0.1	9	0	12	-13	-26	3.8
O=C(Cn1c(C(F)(F)F)nc2ccccc21)NCCN1CCCC1	-1	3	-0.1	-6	11	13	3	-5	-2.0
O=C(Nc1cccnc1)c1ccc([N+](=O)[O-])cc1Cl	-2	-9	0.1	1	-8	-7	5	-5	1.4
Cc1ccccc1S(=O)(=O)N1[C@@H](c2cccc(Cl)c2)C(C(=O)O)=CC[C@H]1c1ccc(Cl)cc1	20*	-1	0.1	-2	5	-4	41	-12	4.0
Cc1cc(C(=O)CN2C(=O)c3cccc(N)c3C2=O)c(C)n1Cc1cccs1	-6	1	0.8	-4	-1	2	28	-12	4.7
Cc1ccc(S(=O)(=O)NCCC(=O)N2CCOCC2)cc1C	-3	-3	-0.1	-6	0	9	-6	-5	-2.3
Cc1ccccc1NC(=O)COC(=O)CCc1ccccc1	-4	-3	0.0	0	-8	-1	5	0	2.1
CC(CC(=O)NCc1ccccc1)C1CCCO1 (stereo not given)	0	-17	0.1	-4	1	11	-5	5	-1.2
COc1ccc(CN(Cc2ccc(C(=O)O)cc2)C(=S)Nc2ccc(C)cc2)cc1OC	-7	7	0.1	-1	-6	4	5	-2	-0.3
COc1ccc(CNn2c(-c3cccc(C)c3)nc3ccccc3c2=O)cc1OC	-4	-7	0.1	2	0	7	-1	-2	3.1
O=C(N/N=C/c1ccccn1)c1cc(C2CC2)nc2ccccc12	3	1	0.1	-3	-1	-6	-161	-5	1.6
Cc1ccc(-c2nc(C3CCN(S(=O)(=O)c4ccc(C(F)(F)F)cc4)CC3)no2)cc1	0	-11	-0.2	-7	-1	12	4	3	-3.6
CCOc1cc(C2C(C(=O)N3CCCCC3)=C(C)NC3=C2C(=O)CCC3)cc(Br)c1O (stereo not given)	0	82&2	0.2	2	-2	11	-2	-5	1.9
Nc1[nH]c(=O)[nH]c(=O)c1N=Nc1cccc(Cl)c1	-1	-22	-0.2	-1	8	25	-16	-2	1.8
O=C(COC(=O)c1ncc(Cl)c(Cl)c1Cl)Nc1ccc(Cl)cn1	-3	9	0.0	7	-7	-1	-1	-3	4.3
CC12CCC(C(=O)N3CCCc4ccccc43)(OC1=O)C2(C)C (stereo not given)	-2	-2	1.1	-2	-4	12	-9	2	1.2
CN(C(=O)COC(=O)c1ccc(F)c(S(=O)(=O)N2CCOCC2)c1)C1CCS(=O)(=O)C1 (stereo not given)	-7	-5	-0.1	-5	-1	27	-12	2	-2.1
O=C(Nc1ccccc1)N1CCC(C(=O)N2CCCC(C(F)(F)F)C2)CC1 (stereo not given)	-6	2	-2.8	-3	0	6	-3	9	1.3
Cc1ccc(-n2ncc3c(SCc4ccccc4)ncnc32)cc1	-1	-1	-0.3	2	-2	-7	7	7	-2.9
CC(=O)Nc1ccc(S(=O)(=O)NCC2CCC(C(=O)NCCCN(C)Cc3ccccc3)CC2)cc1 (stereo not given)	-6	0	0.3	0	0	-17	-9	5	-1.5
CC(C)Nc1nnc(SC(C)C(=O)Nc2ccc(Cl)cn2)s1 (stereo not given)	-1	-9	0.2	-4	3	7	1	-1	-4.9
CCOC(=O)CNC(=O)c1c(C)nn(-c2ccccc2)c1Cl	-2	-33	0.0	4	-1	3	-2	6	0.5
Oc1ccc(-c2cn3cc(C(F)(F)F)ccc3n2)cc1	0	5	-0.1	0	-3	18	-15	6	4.2
COc1cccc(=O)c2c(C)n(C)c(C)c12	1	9	-0.4	-7	-1	12	1	7	-0.8
COC(=O)c1cc(OC)c(OC)cc1N=CC1=C(O)CC(C)(C)CC1=O	-1	-3	-0.1	2	2	-7	-8	6	0.8
CCn1cc(C(=O)O)c(=O)c2cc(F)c(N3CCN(C(=S)NC(=O)c4ccccc4)CC3)cc21	5	4	0.0	1	-1	-6	3	-2	3.1
CC(C)(C)CNC(=O)[C@]1(C)CCC[C@@]2(C)C3CC[C@@]4(C)C[C@]3(CCC21)CC4=O (stereo not given in full)	1	10	-0.2	·	·	6	·	8	3.4
CCCCN(C(=O)NC(=O)Nc1nc2ccc(OC)cc2s1)S(C)(=O)=O	0	3	0.0	0	-1	16	-5	3	2.1
CCCc1nnc(NC(=O)CCC(=O)N2CCN(Cc3ccc(Cl)cc3)CC2)s1	-4	4	-0.1	1	7	0	8	-5	-1.5
Clc1ccc(Nc2nc(-c3ccncc3)cs2)cc1	6	12	-0.2	0	2	11	6	12	0.7
O=C(CCc1nc2ccccc2c(=O)[nH]1)OCc1ccccc1F	-3	5	-0.1	-2	1	-1	-1	2	0.8
COC(=O)c1cn(C(=O)c2cc(Br)ccc2Cl)c2ccccc12	-3	-16	-0.1	-1	4	0	10	-5	-0.3
COc1ccc(Nc2cc(C)nc(N)n2)cc1	0	-22	-0.1	-5	-8	-3	4	1	-0.1
Cc1ccc(/C=N/n2cnnc2)s1	0	0	-0.2	-4	2	0	-1	8	-0.3
Cc1ccc(C)c(N2CCN(C(=O)CN3C(=S)NC(C)(C)CC3C)CC2)c1 (stereo not given)	1	-5	-0.1	-2	-2	17	-4	4	-3.3
COc1cc(-n2c(=O)c3ccccc3n(Cc3ccccc3)c2=O)cc(OC)c1OC	-1	8	0.3	0	-4	-6	6	-7	2.1

Three compounds from above, showing only HCV core dimer.
Molecule	HCV core dimer
O=C(Nc1ccccc1)N1CCC(C(=O)N2CCCC(C(F)(F)F)C2)CC1 (stereo not given)	-3
Cc1ccc(-n2ncc3c(SCc4ccccc4)ncnc32)cc1	7
CC(=O)Nc1ccc(S(=O)(=O)NCC2CCC(C(=O)NCCCN(C)Cc3ccccc3)CC2)cc1 (stereo not given)	-9

(further entries)
SMILES	PP1 counter	GASC-1 inh	Efflux pump mplx	TPT1 inhibitor	Fh CTSL1 inh	PREPL inh	HCV core dimer	LYPLA2 inh	PP5 inh
COc1cccc(-c2nn(C)c3sc(C(=O)NCc4ccc(C)cc4)cc23)c1	5	-12	0.0	-4	0	-30	5	-50	2.8
c1ccc2[nH]c(SCC3CCCCO3)nc2c1 (stereo not given)	-3	-2	0.0	-1	-2	-4	-1	6	-0.7
CC(=O)c1cccc(NC(=O)C2=CN3CCS(=O)(=O)N=C3C=C2)c1	-4	6	-0.1	·	·	8	·	2	-1.3
CC(C)(C)OC(=O)NNC(=O)Nc1ccccc1C(F)(F)F	-1	40	0.1	-11	2	19	-7	4	0.5
Cc1cc(Cl)ccc1Oc1ncc(-c2ccc(Cl)cc2)cn1	1	0	-0.2	-1	0	-3	3	1	1.1
COc1cc2c(cc1NC(=O)CN(C)Cc1cccc(OC)c1OC)oc1ccccc12	2	-4	-0.7	3	2	-14	-2	-15	2.0
C/C(=C\c1ccccc1)C(=O)NCc1ccco1	-3	5	0.5	1	1	9	-5	0	2.8
CC(C)(C)c1ccc(-c2conc2N)cc1	1	-3	0.0	-1	0	19	0	4	2.4
N#C/C(=C(/O)c1cccs1)c1nc2ccccc2[nH]1	1	6	0.0	3	10	77*	-1	2	-1.0
O=C(NCCCNC(=O)c1cccs1)c1cccs1	0	-4	0.0	-1	-6	11	-5	1	0.4
Cc1sc2nc(CSC(C)C(=O)Nc3ccc(Cl)cn3)[nH]c(=O)c2c1C (stereo not given)	-3	-4	0.0	·	·	12	·	11	0.1
CC(CCc1ccccc1)NC(=O)C1CCN(S(=O)(=O)c2ccc(F)cc2)CC1 (stereo not given)	3	-11	0.1	5	0	3	-1	4	1.9
Cn1c(SCC(=O)Nc2ccc(F)cc2)nnc1-c1cccnc1	-2	-5	0.0	0	3	2	-1	0	-2.4
COc1ccccc1NCC(O)Cn1c2ccccc2c2ccccc21 (stereo not given)	1	-1	-0.1	-2	4	11	-8	5	1.8
O=C(CSc1nncn1-c1ccccc1)Nc1cccc(S(=O)(=O)N2CCCCC2)c1	1	-37	-0.1	-1	-4	-11	2	2	1.3
O=C(CSCC(=O)OCC(=O)c1ccc(Br)cc1)Nc1ccc(Br)cc1	3	-5	0.0	-8	-18	-46	0	-4	3.3
CC(=O)Nc1ccc(NC(=O)C/C(C)=N/NC(N)=S)cc1	3	5	-0.2	-7	3	19	-20	-4	2.0
CN(C)S(=O)(=O)Oc1ccsc1C(=O)Nc1ccccc1Cl	-2	-2	0.0	2	3	-5	3	1	0.3
O=C(O)/C=C/c1coc2ccc(F)cc2c1=O	2	1	-0.1	-3	2	-1	-9	-7	1.1
Cc1ccccc1-c1nnc(-c2ccc(Br)cc2)o1	1	6	-0.1	-4	-2	-2	19	1	-1.3
O=C(CCN1CCN(C(c2ccccc2)c2ccccc2)CC1)N/N=C/c1ccc(O)cc1	0	11	0.2	0	0	10	-1	4	0.2
O=C(N/N=C/c1cn(CC(=O)N2CCOCC2)c2ccccc12)c1cccnc1	-2	·	0.0	-1	7	-6	-1	3	-0.5
COc1ccc(-c2nnc(SC(C)C(=O)Nc3ccc4c(c3)OCCO4)o2)cc1 (stereo not given)	-3	139	-0.2	-1	0	10	-1	2	1.9
O=C(NCc1ccccc1)c1cnc(-c2ccccn2)nc1C(F)(F)F	0	·	-0.1	0	-3	4	-4	1	-2.3
O=C(O)c1cccc(COc2ccc(CO)cc2Cl)c1	-1	2	0.1	2	-1	-4	-5	3	1.1
O=C(Nc1c2c(nn1-c1ccc([N+](=O)[O-])cc1)CS(=O)(=O)C2)c1ccco1	-1	4	0.0	-3	-1	5	-5	-1	-0.7
COc1ccc(CNc2nc3nc(C)c(Cl)c(=O)n3[nH]2)cc1OC	-2	7	-0.1	-3	2	-4	-5	-1	-0.4
CC1CCN(c2c(NCc3ccc(C(=O)N(C)C4CCCCC4)cc3)c(=O)c2=O)CC1	1	-5	-0.1	5	0	6	4	20	3.7
CC(C)NC(=O)COc1coc(CN2CCN(c3ccccc3F)CC2)cc1=O	-1	-24	0.3	-2	-2	3	-15	-4	-5.1
COC(=O)c1cn(-c2ccccc2)nc1-c1ccc(OC)c(OC)c1	0	-12	0.1	3	-3	6	-4	-2	0.7
COc1ccc(C2C(C(C)=O)=C(O)C(=O)N2Cc2ccccc2)c(OC)c1 (stereo not given)	3	-13	-0.2	-5	4	9	-4	7	-0.6
COc1ccc2cc(N=Cc3nc(-c4ccc(C)cc4)oc3O)cnc2c1	-1	24	0.2	1	1	12	-4	3	-1.3
Cc1ccc2oc(=O)c3cnn(CC(=O)NCCc4ccsc4)c3c2c1	-3	24	-0.1	0	1	-12	15	-6	2.4

An excerpt; the hit share may differ from the screen's.
